Screens from PubChem.
NPYLR7 agonist: mosquito NPYLR7 agonism. HEK293T NPYLR7/Galpha15, GCaMP6s calcium fluorescence. activation, % at 10 µM. 270,000 tested, 0.15% active; in the data active = activation above about 40%;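 also: 0% = vehicle and 100% = reference agonist at the receptor; some compounds past the cut are filed as inactive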
mcGAS inh: inhibitors of mouse cGAS. recombinant cGAS, Kinase-Glo ATP depletion luminescence. inhibition, % at 12.5 µM. 160,000 tested, 0.15% active;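 also: 0% = negative control wells and 100% = reference inhibitor with no enzyme activity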
hcGAS inh: inhibitors of human cGAS; Q8N884; recombinant h-cGAS, ATP depletion, Kinase-Glo luminescence; inhibition, % at 12.5 µM; 290,000 tested, 0.081% active;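 also: 0% = vehicle reaction and 100% = reaction without DNA for no activity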
Target sequence (Q8N884 whole entry, looked up): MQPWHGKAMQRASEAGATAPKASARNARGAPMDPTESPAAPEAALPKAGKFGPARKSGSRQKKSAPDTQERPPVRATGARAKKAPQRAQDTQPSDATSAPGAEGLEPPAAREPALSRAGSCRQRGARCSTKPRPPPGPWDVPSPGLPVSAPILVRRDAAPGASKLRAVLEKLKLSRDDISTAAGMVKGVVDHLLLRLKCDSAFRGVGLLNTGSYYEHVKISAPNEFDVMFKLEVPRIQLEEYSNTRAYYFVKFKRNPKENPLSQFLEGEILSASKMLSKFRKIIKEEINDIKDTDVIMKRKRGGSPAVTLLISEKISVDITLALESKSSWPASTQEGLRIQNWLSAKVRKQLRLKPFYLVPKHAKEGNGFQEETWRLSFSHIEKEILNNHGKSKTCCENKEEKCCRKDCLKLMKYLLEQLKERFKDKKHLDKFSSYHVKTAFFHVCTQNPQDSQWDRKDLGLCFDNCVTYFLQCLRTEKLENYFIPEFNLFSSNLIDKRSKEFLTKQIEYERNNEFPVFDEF
An asterisk follows results filed as active; . = no result given. Rule as the data show it, unless noted: active = inhibition above about 40%; inactive = the rest. No enrichment for hits; about 0.29% have a hit in one of these screens.

Each structure is followed by: NPYLR7 agonist, mcGAS inh, hcGAS inh
> Cc1nnnn1-c1cccc(C(=O)NC2CC(=O)N(C3CCCCCC3)C2)c1 (stereo unspecified)
  3, ., -6
> Cn1c(=O)oc2cc(S(=O)(=O)NC3COc4ccccc4C3)ccc21 (stereo unspecified)
  2, -5, -1
> O=C(CSc1nnc(Cc2ccccc2)o1)NC(=O)NCC(F)(F)F
  6, ., -5
> Cc1cc2ccccc2n1CCC(=O)NCCn1cccn1
  24, ., -8
> Cc1cc2cc(CNC(=O)C3CCCC3)ccc2n1C
  5, -7, -9
> CC(=O)c1ccc(NC(=O)N2CCc3ccccc3C2c2ccc(F)cc2)cc1 (stereo unspecified)
  -2, -7, -7
> COC(=O)c1cc(F)ccc1COC(=O)Cc1c(C)noc1C
  0, ., 2
> CCCCCOc1ccc(C(=O)NCCN(C)C)cc1OCCCCC
  -2, -5, -4
> Clc1ccccc1CNCC1CC(c2ccc3c(c2)OCO3)=NO1 (stereo unspecified)
  -4, 0, 1
> C1CCC(N2CCC(N3CCOCC3)CC2)CC1
  15, -2, -10
> CN1CCN(n2c3c(c(SCC(=O)Nc4ccc5c(c4)OCCO5)nc2=O)CCC3)CC1
  -3, -9, -4
> O=C(CCc1ccccc1)N1CCN(c2ncnc3c2nnn3Cc2ccccc2)CC1
  -7, -8, -6
> O=C1CSC(c2cccnc2)N1c1ccc(O)cc1 (stereo unspecified)
  -9, 2, 3
> COCCCNc1nc2nonc2nc1N1CCN(CCOc2ccccc2)CC1
  1, -3, 3
> CC1CC(=O)Nc2c1c(NC(=O)Cc1ccccc1)nn2C (stereo unspecified)
  -18, -8, -2
> CCOc1ccccc1OCCN[C@H](C)Cc1ccc(OC)c(S(N)(=O)=O)c1
  -20, ., 1
> Cc1cccc(CN2CCN(C(=O)[C@H](N)CC(C)C)CC2=O)c1
  0, -11, -5
> COc1cccc(CN(C)Cc2ccsc2)c1F
  ., -13, -7
> Cn1nnc2c(N3CCN(c4cccc(C(F)(F)F)c4)CC3)ncnc21
  13, ., -11
> CCc1ncc(-c2c(-c3ccccc3)ncn2Cc2ccccc2F)cn1
  2, -16, -9
> CCOc1ccc(/C=C2N=C(/C=C/c3ccc(Cl)cc3)OC/2=O)cc1
  0, 3, 1
> CCOC(=O)CCC(=O)N(CC(=O)c1c(C)c(C(=O)OC)n(CC)c1C)Cc1ccco1
  -14, -2, -3
> Cc1c(Cl)cccc1-n1c(SCC#N)nc2ccccc2c1=O
  4, ., -5
> Cc1ccc(F)c(S(=O)(=O)NC(=O)C2(C)CCN2C(=O)CCc2ccccc2)c1 (stereo unspecified)
  -1, ., -11
> CCOC(=O)c1ccc(S(=O)(=O)NCCn2nc(-c3ccc(Cl)cc3)ccc2=O)cc1
  -1, -8, -7
> CSc1nnc(SCC(=O)NC(C)c2ccc(C)c(C)c2)s1 (stereo unspecified)
  -2, -7, -5
> O=C(c1cc(COc2cncc(Cl)c2)on1)N1CC[C@@H]2CCCC[C@H]2C1
  5, -9, -5
> CCc1nc2c(OCc3ccc(Cl)cc3Cl)cccn2c1N(C)C(=O)c1ccccc1F
  -8, 0, 4
> Cc1nc(SCC(=O)Nc2sc3c(c2C(N)=O)CCC3)c2c3c(sc2n1)CCC3
  17, -8, -6
> CCCCCCC1C2=C(CCCC2=O)OC(=N)C1C#N (stereo unspecified)
  1, -5, -3
> CCNC(=O)N(CCOC)Cc1c(C)nn(-c2cccc(F)c2)c1N1CCN(CC)CC1
  0, -6, -8
> C=CCOCC(O)CN(Cc1ccc(C)s1)C1CC1 (stereo unspecified)
  21, -5, -4
> Cc1cccc(C(=O)NCc2ccccc2CN2CCOCC2)c1
  1, ., -13
> CC1(C)OCC(CNC(=O)c2cncn2-c2ccc(-c3cc(C(F)(F)F)cc(C(F)(F)F)c3)cc2)O1 (stereo unspecified)
  2, -6, -8
> Cn1nc(C(=O)NCc2ccccc2-n2ccnc2)c2c1CCCC2
  4, ., -2
> CC(CN1CCc2ccccc2C1)NC(=O)CS(C)(=O)=O (stereo unspecified)
  9, ., -3
> CNc1ncc(CN(C)c2nc(-c3cccnc3)nc3c2cnn3C)cn1
  3, ., -8
> CCC(C(=O)N1CCCN(c2nc(Cc3ccccc3)nc3c2cnn3-c2ccccc2)CC1)c1ccccc1 (stereo unspecified)
  ., -5, -8
> O=C1Nc2ccccc2C1=NN=Cc1cccc([N+](=O)[O-])c1
  -6, -4, -4
> O=C1c2ccccc2NC(C#Cc2ccccc2)N1Cc1ccccc1 (stereo unspecified)
  -1, -4, -3
> Cc1c(C(=O)OCc2ccccc2F)nnn1-c1ccc(F)cc1
  -6, -7, -6
> Cc1ccsc1-c1nccn1CCN1CCCOC1=O
  ., -9, -2
> CC(NC(=O)N(Cc1ccccc1)C1CC1)c1cnn(C)c1 (stereo unspecified)
  5, ., -8
> O=C(CCn1nnc(-c2ccccc2)n1)NC1CCCCC1
  2, ., -10
> Cc1cc(C)cc(-n2c(C)cc(/C=C3\C(=O)NC(=S)N(c4ccccc4)C3=O)c2C)c1
  -14, 1, 1
> O=C(NC1CC1)C1CCCN(C(=O)c2cnc(-c3ccccc3)nc2)C1 (stereo unspecified)
  1, ., -17
> O=C(NC(Cc1ccccc1)c1ccccc1)c1cc2n(n1)CCN(Cc1c(Cl)cccc1Cl)C2=O (stereo unspecified)
  1, -5, -7
> CN(CC(=O)Nc1cccc(F)c1)C(=O)CC1Sc2ccc(Cl)cc2NC1=O (stereo unspecified)
  9, -8, -12
> COc1cc(Nc2ccc(NC(=O)CC(C)C)cc2)nc(C)n1
  10, -7, -9
> c1ccc(-c2ncn(CCN3CCCCC3)c2-c2cnn3cccnc23)cc1
  1, ., -5

New compounds follow:
Each structure is followed by: NPYLR7 agonist, mcGAS inh, hcGAS inh
> CCc1nnc(C2CCN(C(=O)NC3CCCCC3)CC2)s1
  -5, -8, -5
> CC(C)c1ccc(NC(=O)CSc2nc3c(c(=O)[nH]2)CN(Cc2ccccc2)CC3)cc1
  -11, -8, -4
> COc1ccc(NC(=O)Nc2ccc(N3CCCCC3)c(C(=O)NCCc3ccccc3)c2)c(OC)c1
  -5, -4, -4
> CC(C)(C)c1ccc(C(=O)NCCSc2ncc(-c3ccccc3)[nH]2)cc1
  6, -6, -4
> COc1cccc(C(CN2CCN(C(=O)c3cccnc3Cl)CC2)OCc2cccc(Cl)c2)c1 (stereo unspecified)
  ., -8, -9
> CC(C)(C)n1nc2c(c1NC(=O)c1ccccc1Br)CSC2
  -4, -7, -2
> CCOC(=O)c1sc(NC(=O)c2ccccc2F)c(C(=O)OCC)c1C
  -4, -9, -6
> O=S(=O)(c1cc(F)cc(F)c1)N1CCCCc2ccccc21
  15, -16, -8
> CN1C(=O)c2ccccc2N(CC(=O)N[C@H]2CCOC2=O)C(=O)[C@@H]1Cc1ccccc1
  0, ., -9
> CC(NS(=O)(=O)c1cccc(Cl)c1)C(=O)Nc1ccc2c(c1)OC(F)(F)O2 (stereo unspecified)
  4, ., -3
> COc1ccccc1OCC1CN(C(=O)CCCNC(=O)OCc2ccccc2)CCO1 (stereo unspecified)
  2, ., -3
> CC(C)N(Cc1ccc(OS(=O)(=O)c2ccc(F)cc2)cc1)C(=O)c1ccc(-c2ccccc2)cc1
  -7, -3, -2
> C=C(C)Cn1c(=O)c2c(nc3n(-c4ccc(C)cc4C)c(C)cn23)n(C)c1=O
  1, -6, -1
> CCn1nc(C)c(NC(=O)CN(C)Cc2nnc(-c3ccccc3)o2)c1C
  24, ., -6
> c1ccc(-n2nnnc2-c2cccc3[nH]ccc23)cc1
  -5, ., -11
> Cc1ccccc1NC(=O)CSc1ccc(-c2ccncc2)nn1
  5, -7, -4
> O=C(c1ccccc1F)N(CCN1CCOCC1)Cc1nccn1Cc1ccc(Cl)cc1Cl
  7, -4, 1
> CC(C)c1ccc(CC(=O)N2CCC2(C)C(=O)NS(=O)(=O)c2ccccc2Cl)cc1 (stereo unspecified)
  -2, ., -13
> CC(NC(=O)c1ccncc1F)(C(N)=O)c1ccccc1 (stereo unspecified)
  6, ., -4
> O=c1nc(NCc2ccccc2)ccn1-c1nc(-c2ccccc2)oc1-c1ccccc1
  -1, -11, -4

The final 4 entries of the part above lead into the next:
Each structure is followed by: NPYLR7 agonist, mcGAS inh, hcGAS inh
> O=C(c1ccccc1F)N(CCN1CCOCC1)Cc1nccn1Cc1ccc(Cl)cc1Cl
  7, -4, 1
> CC(C)c1ccc(CC(=O)N2CCC2(C)C(=O)NS(=O)(=O)c2ccccc2Cl)cc1 (stereo unspecified)
  -2, ., -13
> CC(NC(=O)c1ccncc1F)(C(N)=O)c1ccccc1 (stereo unspecified)
  6, ., -4
> O=c1nc(NCc2ccccc2)ccn1-c1nc(-c2ccccc2)oc1-c1ccccc1
  -1, -11, -4
> CC(c1ccccc1-n1cccn1)n1cc2ncccc2c1O (stereo unspecified)
  13, ., -4
> CC1=C(Br)c2c(C)c(Br)cc(Br)c2S1(=O)=O
  -2, ., -3
> O=c1ccccn1CCCCn1ccccc1=O
  -4, ., -9
> CS(=O)(=O)N1CCC(Oc2ccc(C(=O)NCCC3=CCCCC3)cc2Cl)CC1
  ., -6, -4
> Cc1ccc(C2(O)C[n+]3ccccc3N2C(C)C)cc1 (stereo unspecified)
  7, ., -2
> CC(C)NC(=O)NCC1CCCN(Cc2ccccc2F)C1 (stereo unspecified)
  -6, ., 0
> COc1ccc2c(c1)C(CNc1cccc(C(=O)O)c1)=CC(C)(C)CO2
  5, -7, 2
> CCCCN(CC(=O)N(CCc1c[nH]c2ccccc12)Cc1ccc(F)cc1)C(=O)Nc1cccc(OC)c1
  17, -4, -5
> O=C1CC(NC2CCSCC2)CN1CCc1ccccc1 (stereo unspecified)
  3, ., 0
> c1nc(N2CCN(Cc3cnc(C4CCCCC4)nc3)CC2)c2cc[nH]c2n1
  7, -11, -9
> COc1cc(C=C2N=C(c3cccc(Cl)c3)OC2=O)ccc1OCC(=O)N1CCOCC1
  0, ., -12
> CC(C)C1OCCC1CNC(=O)c1ccc2[nH]ccc2c1 (stereo unspecified)
  -20, ., -5
> Cc1ccc(NC2(C(=O)NCc3c(C)n[nH]c3C)CCCC2)cc1
  2, -10, -6
> Cc1cc2nc(-c3cccs3)cc(C(=O)N3CCCC3c3cccnc3)c2cc1C (stereo unspecified)
  23, -5, -4
> CCc1nccn1CCCNC1CCC2(CCNCC2)CC1
  10, ., -6
> Cc1ccc2sc(=NC(=O)c3ccn(C)n3)n(C)c2c1C
  ., -3, -5
> CCC(C)N(Cc1ccccc1OS(=O)(=O)c1ccc(F)cc1)C(=O)Nc1ccccc1OC (stereo unspecified)
  5, -6, -3
> Cc1cc(C(=O)N(Cc2cccnc2)c2nc3c(F)cccc3s2)nn1C
  9, ., -4
> CN(Cc1ccco1)C(=O)c1cc(CN2CCCC(O)C2)on1 (stereo unspecified)
  0, ., -8
> COc1ccccc1C1C(C(=O)OC(C)C)=C(C)NC2=C1C(=O)CC(c1ccc(Cl)cc1)C2 (stereo unspecified)
  2, -8, -5
> CC(c1ccccc1)N(Cc1cccc(F)c1)Cc1nc(C(=O)N2CCN(C)CC2)co1 (stereo unspecified)
  18, -5, -6
> CCCOc1ccccc1-c1nc(SCCC(=O)O)n[nH]1
  -11, ., 0
> CC(C)NC(=O)C1CCN(C2CCN(Cc3nc4ccccc4s3)CC2)CC1
  2, -4, -8
> CC(C)n1c(-c2nonc2N)nc2ccccc21
  5, -4, 0
> COCc1nc(C)cc(N(CCC#N)CC2CCC2)n1
  -2, ., -8
> COCCn1c(=NC(=O)c2ccc3ncsc3c2)sc2cc(S(C)(=O)=O)ccc21
  6, ., -6
> Cc1ccccc1N1CCN(C(=O)CCc2nnc(CCCc3ccccc3)o2)CC1
  -2, ., -5
> CS(=O)(=O)N1CCC(C(=O)N(Cc2ccccn2)c2nc3ccc(F)cc3s2)CC1
  -1, ., -2
> O=C(NC1CC1)c1ccccc1SC1CCS(=O)(=O)C1 (stereo unspecified)
  0, -2, 1
> Cc1cc(=O)[nH]c(NN=Cc2c3ccccc3cc3ccccc23)n1
  4, -4, 5
> COc1c(NC(=O)C(=O)Nc2cc(C)cc(C)c2)c(C)nn1C
  -1, ., -8
> COc1ccc(/C=C/C2=NC(=C\c3ccc4c(c3)OCO4)/C(=O)O2)cc1
  -1, -6, -6
> Cc1ccc2nc(SCC(=O)Nc3cccc(C)c3C)nc(=O)n2c1
  0, -9, -8
> CCCCC(O)CN(Cc1ccco1)Cc1c(-c2ccccc2)nn(C)c1Oc1ccc(OC)cc1 (stereo unspecified)
  -5, -2, 0
> Cc1cccc(CC(=O)Nc2ccc(SCC(=O)N3CCCC3)nn2)c1
  0, -8, -1

A draw from above in order of heavy-atom count, largest number first.
Each structure is followed by: NPYLR7 agonist, mcGAS inh, hcGAS inh
> CS(=O)(=O)N1CCC(C(=O)N(Cc2ccccn2)c2nc3ccc(F)cc3s2)CC1
  -1, ., -2
> COc1ccc(/C=C/C2=NC(=C\c3ccc4c(c3)OCO4)/C(=O)O2)cc1
  -1, -6, -6
> Cc1ccc2nc(SCC(=O)Nc3cccc(C)c3C)nc(=O)n2c1
  0, -9, -8
> COc1c(NC(=O)C(=O)Nc2cc(C)cc(C)c2)c(C)nn1C
  -1, ., -8
> O=C(NC1CC1)c1ccccc1SC1CCS(=O)(=O)C1 (stereo unspecified)
  0, -2, 1
